# Screens from PubChem.
# OXTR agonist: activates the human oxytocin receptor; P30559; CHO-OTR cells, Fluo-8 calcium fluorescence; normalized: DMSO 0%, oxytocin 100%; activation, % at 3 µM; 320,000 compounds, 0.32% hits; AID 2435;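 active = activation above the mean of all tested compounds plus 3 SD, cutoff set per screening run, cut at about 20% in these data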;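 also: peak over basal fluorescence ratio from a 100 s FLIPR kinetic read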
# GPR7 antag: antagonists of human GPR7 (neuropeptides B/W receptor 1). AID 1861. 290,000 compounds, 1.1% hits. GPR7-expressing cells, fluorescence antagonist assay. inhibition, % at 4.4 µM; in the data active = inhibition above about 16%, passing the limit was not always enough;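 also: cells stimulated with the agonist NPW; 0% = agonist with vehicle and 100% = vehicle without agonist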
# Target sequence (P48145 whole entry, looked up): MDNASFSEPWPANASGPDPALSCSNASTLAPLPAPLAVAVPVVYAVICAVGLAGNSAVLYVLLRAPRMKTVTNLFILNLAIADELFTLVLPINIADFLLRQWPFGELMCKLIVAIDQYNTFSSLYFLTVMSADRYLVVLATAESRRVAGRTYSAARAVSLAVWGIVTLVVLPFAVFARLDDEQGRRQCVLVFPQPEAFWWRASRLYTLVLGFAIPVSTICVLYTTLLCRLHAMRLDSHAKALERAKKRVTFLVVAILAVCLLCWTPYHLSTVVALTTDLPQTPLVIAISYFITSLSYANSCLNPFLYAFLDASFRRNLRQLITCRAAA
# MEKK2 mut-MEK5: signal of MEK5 binding to mutant human MEKK2 PB1 domain; AID 1530; percent response, % at 10 µM; bead flow cytometry, Alexa488-MEK5 binding to MEKK2 mutant; 290,000 compounds, 0.35% hits; in the data active = percent response above about 24%, passing the limit was not always enough; also: inactives centre near 1; some results filed as inactive read as strong as hits
# NALP1 yeast inh: NALP1 inhibition; S. cerevisiae NALP1/ASC/caspase-1 growth, X-gal OD620, 72 h; inhibition, % at 10 µM; 280,000 compounds, 0.61% hits; AID 2071; in the data active = inhibition mostly above about 24%, no sharp cut-off; inactive = mostly below about 32%; also: some compounds called inactive have numbers as strong as hits
# OXTR potentiate: potentiates the human oxytocin receptor response | 320,000 compounds, 0.061% hits | P30559 | AID 2445 | CHO-OTR cells, Fluo-8 calcium fluorescence, potentiator mode; 0% = oxytocin EC15, 100% = EC100 | activation, % at 3 µM;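 active = activation above that plate's cutoff, the mean activation of tested compounds plus 3 SD, cut at about 6.6% in these data, passing the limit was not always enough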;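 also: 100% uses oxytocin at 75 nM as the full agonist control; some results filed as inactive read as strong as hits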
#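 assay system = CHO-OTR cells, human receptor | schedule = compound 6 min at room temperature before oxytocin, 100 s read | detection = Fluo-8 intracellular calcium fluorescence, ex 470-495, em 515-575 nm | evaluation = normalized max/min fluorescence ratio, % activation | control set = EC15 oxytocin alone as 0%, 75 nM oxytocin (EC100) as 100%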
# MEKK2 WT-MEK5: raises or lowers MEK5 binding to wildtype human MEKK2 PB1 domain; 290,000 compounds, 1.1% hits; bead flow cytometry, Alexa488-MEK5 binding to MEKK2 WT; actives lie on both sides; Q9Y2U5; AID 1531; binding response (% of control), % at 10 µM; in the data active = binding response below about 67% or above about 130%
# V1R ag counter: activates human V1a receptor in oxytocin agonist counter-screen; AID 2797; CHO-V1R cells, Fluo-8 calcium fluorescence, agonist mode; 0% DMSO, 100% 3 nM vasopressin; P37288; 320,000 compounds, 0.25% hits; activation, % at 3 µM;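 active = activation above the mean activation of all tested compounds plus 3 SD, per screening run, cut at about 20% in these data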;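 also: signal is peak over basal fluorescence ratio across a 100 second FLIPR read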
# Target sequence (P37288 whole entry, looked up): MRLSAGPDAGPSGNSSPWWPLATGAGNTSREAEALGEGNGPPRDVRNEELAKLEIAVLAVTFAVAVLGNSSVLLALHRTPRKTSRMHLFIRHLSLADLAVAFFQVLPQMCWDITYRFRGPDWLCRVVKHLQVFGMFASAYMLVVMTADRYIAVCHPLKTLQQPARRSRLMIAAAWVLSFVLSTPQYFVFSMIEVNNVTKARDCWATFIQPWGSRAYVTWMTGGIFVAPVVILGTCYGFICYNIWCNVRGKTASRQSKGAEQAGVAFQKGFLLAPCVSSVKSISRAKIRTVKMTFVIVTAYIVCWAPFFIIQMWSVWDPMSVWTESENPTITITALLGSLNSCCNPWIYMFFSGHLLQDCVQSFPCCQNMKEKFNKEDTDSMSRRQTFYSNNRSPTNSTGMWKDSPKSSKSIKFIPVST
# GalR3 antag: human GalR3 antagonism; HEK293 GalR3-CNG cAMP membrane potential fluorescence; galR3 body fused to GalR1 C-terminus; O60755; inhibition, % at 3 µM; 360,000 compounds, 0.44% hits;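 active = inhibition above the screen-wide average plus 3 SD, cut at about 13% in these data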;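 also: forskolin and galanin both at EC90 stimulate the cells; cAMP rise reported by CNG channel membrane potential dye signal; 0% = forskolin plus galanin with DMSO and 100% = forskolin alone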
# Target sequence (O60755 1-299 limits assumed): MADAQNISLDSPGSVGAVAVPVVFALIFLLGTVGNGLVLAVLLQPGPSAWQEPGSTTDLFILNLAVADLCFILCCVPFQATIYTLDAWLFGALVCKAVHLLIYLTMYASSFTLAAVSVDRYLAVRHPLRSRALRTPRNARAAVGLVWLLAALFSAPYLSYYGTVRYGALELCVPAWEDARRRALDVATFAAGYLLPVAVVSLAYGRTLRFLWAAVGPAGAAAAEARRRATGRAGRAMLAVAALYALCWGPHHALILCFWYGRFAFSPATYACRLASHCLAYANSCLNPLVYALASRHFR
# M18AAP inhibitor: PfM18AAP enzyme inhibition | recombinant PfM18AAP, H-Glu-NHMec fluorogenic cleavage | inhibition, % at 7.35 µM | 290,000 compounds, 1.2% hits | AID 1822;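 active = inhibition above the campaign mean inhibition over all tested compounds plus 3 SD, cut at about 28% in these data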;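 also: 0% = plate median of test compound wells and 100% = 2 mM ZnCl2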
# * = called active by the depositor; nt = not tested or not shown. Not a hit list; 4.1% or so of the library scored in one or more.
SMILES,GalR3 antag,NALP1 yeast inh,GPR7 antag,OXTR potentiate,M18AAP inhibitor,MEKK2 mut-MEK5,V1R ag counter,MEKK2 WT-MEK5,OXTR agonist
CC(C)c1cc(C(=O)OCC(=O)NC(=O)NCc2ccco2)c(O)c(C(C)C)c1,-5,2,17*,-16,8,1,0.1,91,-1.4
Cc1ccc(S(=O)(=O)CCC(=O)OCC(=O)Nc2ncc(Cl)cc2Cl)cc1,-2,6,-9,-7,2,1,-0.9,100,-0.7
O=C(C1CCCCC1)N1CCCC(c2nc(-c3ccc(F)cc3)no2)C1 (stereo not drawn),10,6,-2,-9,5,6,0.2,106,-0.6
O=C(O)CCN1C(=O)C(=C2CCCCCC2)SC1=S,-2,-18,2,-7,15,3,0.1,105,-0.5
COc1ccc(C(=O)NC(=S)Nc2ccc(S(=O)(=O)Nc3cc(C)on3)cc2)cc1OC,2,9,-22,-1,6,-2,0.4,95,-0.6
COc1ccc(-c2nnn(CCc3nn[nH]n3)n2)cc1,0,nt,-2,-3,-2,7,1.3,113,0.9
CCc1c(C)sc2nc(SCC(=O)Nc3cc(C)on3)n(CCOC)c(=O)c12,1,0,11,-1,-1,-10,0.1,93,-1.2
CCOc1cccc(C=NCCc2ccc(OC)c(OC)c2)c1O,-10,-4,-16,-3,4,1,-1.4,103,-0.3
CCOC(=O)c1cc(CC)sc1NC(=O)COC(=O)c1cc[n+]([O-])cc1,-5,-6,-1,1,3,-1,0.6,93,-1.5
CC(=O)c1cccc(NC(=O)CSc2ccc(-c3ccc4c(c3)OCO4)nn2)c1,0,28,-8,-13,-7,-1,1.9,100,-1.7
O=C(CSc1ccc2ccccc2c1)Nc1ccc(S(=O)(=O)Nc2nccs2)cc1,-1,33,-8,3,-13,-2,1.0,91,0.2
CCC(C)c1ccccc1NC(=O)COC(=O)CCc1cc(OC)c(OC)c(OC)c1 (stereo not drawn),-5,28,-10,0,0,-1,4.7,109,0.9
Cc1ccc2nc3n(c(=O)c2c1)-c1ccccc1C(=O)NC3Cc1ccc(O)cc1 (stereo not drawn),2,nt,nt,-5,nt,nt,1.0,nt,4.3
CC1(C)CC(N(Cc2cccs2)C(=O)c2ccco2)CCO1 (stereo not drawn),-1,0,-8,-9,-2,10,-0.1,111,-0.7
CCc1onc(C)c1C(=O)Nc1ccc(N2CCOCC2)cc1,-2,nt,nt,0,nt,nt,0.4,nt,0.6
Cc1ccc(OCC(O)CN2CCN(CC(O)COc3ccc(C)cc3)CC2)cc1 (stereo not drawn),-6,5,-11,-6,-3,7,4.0,131,6.6
CCN(C(=O)Cc1c(C(=O)O)n(C)c2ccccc12)c1ccc(F)cc1,-4,7,-17,-14,14,-6,-0.1,98,-1.6
O=C(NNC(=O)c1cc(Br)c(Br)s1)c1ccncc1,0,nt,nt,1,nt,nt,-0.3,nt,1.9
c1nnn(C23CC4CC(CC(C4)C2)C3)n1,-5,36,-12,-1,-9,5,0.5,107,0.5
COCCNC(=O)C1CCN(C(=O)C2CC(=O)N(c3ccc(C)cc3)C2)CC1 (stereo not drawn),-7,26,4,-2,-4,-3,-0.2,101,0.7
CS(=O)(=O)N(CC(=O)N/N=C/c1ccc(OCC(=O)N2CCOCC2)cc1)c1ccccc1Cl,-6,19,-11,-6,4,0,0.7,102,-1.4
CCOc1cc(NC(=S)NCCCN2CCOCC2)c(OCC)cc1NC(=O)C1CC1,0,10,-5,-1,-2,44,0.3,125,-0.1
Cc1ccc(-c2cc(C(=O)N/N=C/c3c[nH]c4ccccc34)[nH]n2)cc1,-1,10,34*,nt,-3,-1,nt,102,nt
O=C(N/N=C/c1cc(Br)c(O)c([N+](=O)[O-])c1)C(O)(c1ccccc1)c1ccccc1,1,nt,nt,-12,nt,nt,-2.5,nt,-2.0
Cc1ccc(S(=O)(=O)N2CCOC2CNC(=O)C(=O)NCCc2ccc(S(N)(=O)=O)cc2)cc1 (stereo not drawn),-4,nt,-7,-3,1,16,0.3,106,-0.5
O=C(N/C(=C\c1ccc([N+](=O)[O-])cc1)C(=O)N1CCOCC1)c1ccco1,-3,9,-9,2,-2,-1,0.4,99,0.3
C[C@H](CO)N1C[C@H](C)[C@@H](CN(C)S(=O)(=O)c2cn(C)cn2)Oc2c(NS(=O)(=O)c3ccccc3)cccc2C1=O,-4,nt,nt,-7,nt,nt,1.6,nt,1.3
COCCN(C(=O)CC1C(=O)NCCN1CC(c1ccccc1)c1ccccc1)C(C)C (stereo not drawn),-5,16,-6,-1,-3,2,-0.3,102,-0.8
CC1CCC2(CC1)NC(=O)N(CC(=O)Nc1ccc3c(c1)CCC3)C2=O (stereo not drawn),-1,nt,-4,-17,1,0,-0.4,108,-2.6
N#C/C(=C\c1cccc([N+](=O)[O-])c1)c1ccccn1,-2,6,2,-5,12,-4,-0.3,96,-2.4
COc1ccccc1C(=O)C1CCCN(C(=O)CSc2ccccn2)C1 (stereo not drawn),5,-5,-17,-12,-2,7,1.1,111,-1.2
CN(C)CCCN1c2ccccc2Sc2ccc(C(F)(F)F)cc21,-8,31,12,-9,-6,13,6.4,154*,9.2
CCc1cc2c(=O)n(CC)c(SC(C)C(=O)Nc3c(C)n(C)n(-c4ccccc4)c3=O)nc2s1 (stereo not drawn),2,4,-3,-8,7,2,-2.1,98,-2.2
COc1ccc(OC)c2[nH]c(=O)c(CCNC(=O)c3cccs3)cc12,-4,4,-16,-8,0,2,0.4,99,-0.8
CCN(CC(=O)Nc1c(F)cccc1F)C(=O)c1ccc(S(=O)(=O)N2CCC(C)CC2)cc1,3,nt,nt,-3,nt,nt,1.8,nt,-0.4
CCOC(=O)C1=C(C)N=C2SC(C(=O)OC)=CC(=O)N2C1c1ccc(OC)cc1 (stereo not drawn),3,1,-12,1,-8,1,0.3,96,0.7
CCC(C)Sc1nc2c(cnn2-c2ccc(F)cc2)c(=O)[nH]1 (stereo not drawn),-11,19,-2,-11,2,1,1.1,103,-1.0
Cc1ccc(N2C(=O)C3C4CC(=O)C(c5ccccc54)C3C2=O)cc1C (stereo not drawn),-1,20,-1,-5,-3,14,0.0,116,-2.4
CN(Cc1ccc2ccccc2c1)C(=O)c1ccc(C(F)(F)F)cc1,-9,13,10,-5,-1,-6,4.4,95,-1.3
O=C(NC(=S)N1CCN(Cc2ccccc2)CC1)c1ccccc1,-3,10,-8,-1,2,-1,0.0,98,-0.6
COC(=O)c1ccc(NCC(=O)c2ccccc2)cc1,-3,11,5,-11,-4,0,-0.7,97,-0.9
CN(c1ccc(C(=O)N2CCCCC2)cc1)S(=O)(=O)c1ccccc1,-4,6,-1,-25,0,3,11,108,21*
Cc1cc(C)c(C#N)c(SCc2cc3c(cc2Cl)OCO3)n1,-5,3,-5,0,4,-3,1.4,92,-1.0
CCc1cccc(N(C)C(N)=Nc2cccc3ccccc23)c1,nt,16,nt,0,nt,11,0.7,123,-0.2
CCCC(=O)N1c2ccccc2NC2=C(C(=O)CCC2)C1c1ccc(F)cc1 (stereo not drawn),0,24,-14,-9,8,-3,1.0,96,-1.9
O=C(NN1C(=O)C2C3C=CC(C3)[C@H]2C1=O)c1cccnc1 (stereo partly drawn),-3,7,-4,-6,2,22,0.4,104,0.8
O=C(N/N=C/c1c[nH]c2ccccc12)c1cc2ccccc2o1,-4,nt,2,-18,-8,2,-1.0,109,0.3
NC(CC(=O)O)c1ccc(Br)cc1 (stereo not drawn),-4,29,2,-8,-6,4,-0.2,94,0.1
Cc1nnc(NC(=O)c2ccc(C)c(S(=O)(=O)N3CCOCC3)c2)s1,-4,nt,-4,0,6,1,-1.1,102,0.0
O=C1CCc2cc(S(=O)(=O)N3CCC(C(=O)NC4CCCC4)CC3)ccc2N1,-3,-8,2,4,7,4,0.4,108,1.2
O=c1c2ccccc2nc2sc(Nc3ccc(F)cc3)nn12,-2,nt,nt,0,nt,nt,0.6,nt,0.7
O=C(CSCCc1ccccn1)Nc1cccnc1Cl,-4,13,-2,-7,-3,14,0.7,109,-0.2
N#CCc1cnc2ccccc2n1,-9,-13,-8,-14,3,2,1.6,98,1.8
CCOC(=O)c1c(-c2ccccc2)csc1NC(=O)CSc1nncs1,-4,30,-9,-4,5,0,-0.1,103,-1.6
CCCCC(=O)N/N=C(\C)c1cccc(NC(=O)C2CC2)c1,5,22,-12,-4,0,-2,0.3,96,-3.0
Cc1ccc(C)c(OCCCCn2ccnc2)c1,2,6,1,0,-2,5,1.8,103,0.8
Nc1nc(-c2ccc(F)cc2)cc(C(F)(F)F)n1,-5,6,4,-2,-3,-2,-0.1,97,-1.1
COC(=O)c1cccc(S(=O)(=O)N2CCC(c3nc4ccccc4o3)CC2)c1,-4,-72,5,-1,-6,-4,3.1,94,2.5
CCN(CC)CCCCCC(=O)Nc1ccccc1C(=O)Nc1ccccc1,-8,-10,-11,6,-9,16,0.9,110,0.7
CCC(OC(=O)c1ccco1)C(=O)NCc1ccc(OC)cc1 (stereo not drawn),-6,10,-2,3,-8,-4,-0.3,96,-0.5

# Remaining list, next part:
SMILES,GalR3 antag,NALP1 yeast inh,GPR7 antag,OXTR potentiate,M18AAP inhibitor,MEKK2 mut-MEK5,V1R ag counter,MEKK2 WT-MEK5,OXTR agonist
Cn1cccc1C(=O)NC(=O)COC(=O)Cc1coc2ccc3ccccc3c12,-3,13,-4,-12,-2,2,0.5,96,-0.6
N#Cc1cccc(S(=O)(=O)NNC(=O)C23CC4CC(CC(C4)C2)C3)c1,-3,nt,nt,7,nt,nt,0.7,nt,0.8
CCS(=O)(=O)N1Cc2ccccc2CC1C(=O)Nc1cccc(C)c1 (stereo not drawn),-6,-25,7,-11,4,nt,-1.2,nt,-1.6
Cc1cc(=O)oc2cc(NS(=O)(=O)c3ccccc3)ccc12,-6,14,-9,-8,-1,-11,0.1,93,0.4
COC(=O)c1ccccc1N1C(=O)C2C(C1=O)[C@H]1C=C[C@@H]2C1 (stereo partly drawn),-4,8,-4,-12,1,2,0.2,98,0.7
O=C(c1ccc(-n2cccn2)cc1)N1CCN(c2ncccc2C(F)(F)F)CC1,-1,7,-17,-9,2,3,6.6,102,2.6
CN(C)CCCN(C(=O)c1ccco1)c1nc2ccc(Br)cc2s1,-13,-3,8,-5,-12,17,4.6,135,11
Cc1ccccc1C(=O)NC[C@@H]1CCCN2CCCC[C@H]12,1,2,-6,-9,5,7,0.8,104,0.1
O=C1CN(C(=O)COC(=O)c2ccccc2NC(=O)c2ccco2)c2ccccc2N1,-2,9,-11,-7,8,-1,-1.2,100,-1.5
CCC(=O)N(Cc1ccco1)c1nc(-c2cc(OC)ccc2OC)cs1,-4,0,-1,1,-2,-5,-0.5,94,-1.0

# Some of the entries so far, with values under each structure.
# Values run as follows: GalR3 antag, NALP1 yeast inh, GPR7 antag, OXTR potentiate, M18AAP inhibitor, MEKK2 mut-MEK5, V1R ag counter, MEKK2 WT-MEK5, OXTR agonist
Cn1cccc1C(=O)NC(=O)COC(=O)Cc1coc2ccc3ccccc3c12
 : -3, 13, -4, -12, -2, 2, 0.5, 96, -0.6
N#Cc1cccc(S(=O)(=O)NNC(=O)C23CC4CC(CC(C4)C2)C3)c1
 : -3, nt, nt, 7, nt, nt, 0.7, nt, 0.8
